# L3MBTL1 block: inhibitors of human L3MBTL1 | AlphaScreen L3MBTL1–H3K9me1 peptide binding | Potency, µM (highest dose often 57.1 µM), for the others: at the highest dose activity, negative = inhibition, usual class: inhibitors | 0.66% of 230,000 active; active = well fitted inhibition curve with a large enough effect; inconclusive = small, poorly fitted or top-dose-only effect; inactive = no such curve, though single readings can be large or run the other way; also: nearly all actives have a fitted effect of over 60% in size
# Target sequence (Q9Y468 whole entry, looked up): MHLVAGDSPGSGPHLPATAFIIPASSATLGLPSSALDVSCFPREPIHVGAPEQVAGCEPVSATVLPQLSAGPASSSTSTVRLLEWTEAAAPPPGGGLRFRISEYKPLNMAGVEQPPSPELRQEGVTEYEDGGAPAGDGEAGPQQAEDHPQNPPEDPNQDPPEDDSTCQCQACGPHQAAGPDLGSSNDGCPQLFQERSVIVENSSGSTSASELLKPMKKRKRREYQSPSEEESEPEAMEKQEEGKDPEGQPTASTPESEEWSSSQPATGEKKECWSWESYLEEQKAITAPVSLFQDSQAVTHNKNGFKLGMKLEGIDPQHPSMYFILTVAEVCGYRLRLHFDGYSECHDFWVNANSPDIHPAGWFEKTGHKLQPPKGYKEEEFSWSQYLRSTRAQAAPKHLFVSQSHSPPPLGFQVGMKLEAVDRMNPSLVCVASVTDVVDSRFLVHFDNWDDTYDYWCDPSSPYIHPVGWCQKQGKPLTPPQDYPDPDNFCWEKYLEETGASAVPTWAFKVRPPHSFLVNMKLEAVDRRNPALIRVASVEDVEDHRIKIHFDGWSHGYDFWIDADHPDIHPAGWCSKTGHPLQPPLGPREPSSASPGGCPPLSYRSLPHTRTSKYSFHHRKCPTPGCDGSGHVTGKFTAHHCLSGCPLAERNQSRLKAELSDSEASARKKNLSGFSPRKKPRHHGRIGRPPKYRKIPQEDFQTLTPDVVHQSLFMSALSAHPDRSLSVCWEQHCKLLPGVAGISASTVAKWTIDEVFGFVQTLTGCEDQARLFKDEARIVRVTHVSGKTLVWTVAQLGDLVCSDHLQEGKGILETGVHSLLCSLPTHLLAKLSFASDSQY
#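 Displacement of a biotinylated histone H3(1-15) peptide monomethylated at Lys9 (75 nM) from L3MBTL1 (50 nM) was measured by AlphaScreen after a 30 min room-temperature compound incubation; cefsulodin titration served as intraplate control.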
# The depositor's hits bear a star; ? = inconclusive; [ ] = dose if it differs, or a comment. % is scaled to controls: 0 for no effect and ±100 for the full control effect; potency is read from the fitted curve at half-maximal effect. An excerpt; count on the stated rates, not on these rows.
SMILES,L3MBTL1 block
COc1cc(C(=O)OC(C)C(=O)NC2CCCCC2C)c([N+](=O)[O-])cc1OC (stereo not drawn),-2%
COc1ccc(NC(=S)NCc2ccc(F)cc2)c(OC)c1,0%[2.29 µM]
N#C/C(=C(/O)c1ccc2c(c1)OCO2)c1nc2cc(C(F)(F)F)ccc2s1,0%
Cn1cc(S(=O)(=O)N2CCc3ccccc32)cc1C(=O)NC(C)(C)C,3%
CC(NC(=O)c1ccco1)C(=O)OCC(=O)N1CCCCCC1 (stereo not drawn),2%
CCCn1c(N)c(N(CCOC)C(=O)COC(=O)c2ccccc2NCCO)c(=O)[nH]c1=O,-2%
C[C@H](NC(=O)c1nc[nH]c1C(=O)N[C@@H](C)c1ccccc1)c1ccccc1,-8%
Cc1ccc([C@@H]2[C@@H]3C(=O)N(C)C(=O)[C@@H]3[C@]3(Cc4ccccc4)C(=O)N(Cc4ccccc4)CC(=O)N23)o1,0%
CCOC(=O)Cc1csc(NC(=O)COC(=O)/C=C/c2ccc(OC)cc2)n1,-4%
O=C1OC[C@H]2CCCN2C(=O)[C@@H](CC(=O)N(CCO)Cc2ccccc2)C/C=C\C[C@@H]1Cc1ccc(F)cc1,5%
NC(=O)c1cc(S(=O)(=O)N2CCCC2)ccc1OCCOc1ccccc1F,-6%
O=C(Nc1cccc(S(=O)(=O)N2CCCCCC2)c1)c1ccc(=O)[nH]c1,3%
Cc1ccc(S(=O)(=O)N2CCOCC2)cc1NC(=O)COC(=O)c1cc[n+]([O-])cc1,-8%
CCCn1c(C)nc2cc(Cl)c(N3CCN(c4nc(-c5ccc(C)cc5)cs4)CC3)cc21,-3%
COc1ccccc1CNC(=O)c1cc(S(=O)(=O)N2CCCC2)cn1C,10%
CCOc1ccccc1NC(=O)c1cc(=O)[nH]c2ccc(S(=O)(=O)N3CCOCC3)cc12,-4%
Cn1c(SCC(=O)Nc2cccnc2Cl)nnc1-c1ccco1,4%
COCc1c(C(=O)N2CCN(Cc3nc4ccccc4s3)CC2)oc2ccccc12,-1%
O=C(CSc1nnc2ccc(-c3ccccn3)nn12)Nc1ccc(F)cc1F,2%
CCOc1ccc(OCCC(=O)OC(C)C(=O)Nc2ccc(Cl)cn2)cc1 (stereo not drawn),-17%
CN(C(=O)c1ccc2nc(N)sc2c1)c1ccccc1,-5%
COc1ccc2sc(-c3ccc(N(C)C)cc3)c(-c3ccc4cc[nH]c4c3)c2c1,-18%
COc1ccccc1/C=C/CN1CCCC(CO)(CCc2ccccc2)C1 (stereo not drawn),-1%[2.29 µM]
O=C(N/N=C/c1ccc(O)c(O)c1)c1ccc(-n2cnnn2)cc1,?
CC(=O)Nc1c(-c2ccccc2)nc2cc(C)ccn12,7%[2.29 µM]

# More records follow.
SMILES,L3MBTL1 block
CS(=O)(=O)N1CCCC(C(=O)Nc2cccc(F)c2)C1 (stereo not drawn),-1%
CCOc1ccc(Cl)cc1C(c1c(C)[nH][nH]c1=O)c1c(C)[nH][nH]c1=O,-5%
O=C1CC(N2CCN(c3ccc(Cl)cc3)CC2)C(=O)N1c1ccccc1 (stereo not drawn),-13%
CCc1ccc(NC(=O)C2=CC=CN3CCS(=O)(=O)N=C23)cc1,2%
CCC1Nc2ncnc(N3CCc4ccccc4C3)c2N(Cc2ccc(Cl)cc2)C1=O (stereo not drawn),?
Cc1ccc(CN2C(=O)C(CC(C)C)Nc3ncnc(N4CCOCC4)c32)cc1 (stereo not drawn),-3%
CSc1ccc(CN(C)CC(=O)NC(=O)NCCC2=CCCCC2)cc1,14%
O=C(CCNS(=O)(=O)c1ccc(Br)cc1)N1CCN(c2ccccc2O)CC1,-7%
O=C(C1COc2ccccc2O1)N1CCN(c2ccc(C(F)(F)F)cn2)CC1 (stereo not drawn),4%
COc1ccccc1CNC(=O)CN1C(=O)NC2(CCCCCC2)C1=O,7%
COc1cc(/C=N/NC(=O)c2ccc(NS(=O)(=O)c3cccs3)cc2)cc(OC)c1O,-5%
CC(NC(=O)COC(=O)CNC(=O)C1CCCCC1)c1ccccc1 (stereo not drawn),8%
COc1ccc(C(=O)Nc2cc(-c3ccccc3)nn2-c2ccccc2F)cc1,5%
COc1cccc(C(=O)Nc2cccc3ccccc23)c1,-1%
CC(OC(=O)CCN1C(=O)C2CC=CCC2C1=O)C(=O)Nc1cccc(C#N)c1 (stereo not drawn),7%
O=C(NCCC(NS(=O)(=O)OCC(Cl)(Cl)Cl)c1ccccc1)C(F)(F)F (stereo not drawn),11%
O=C(COc1coc(CN2CCN(c3cccc(Cl)c3)CC2)cc1=O)NC1CCCC1,2%
C[C@H](CO)N1C[C@H](C)[C@@H](CN(C)Cc2ccncc2)Oc2c(NC(=O)CCC(F)(F)F)cccc2C1=O,4%
CCc1ccc(N2CC(C(=O)Nc3cccc(C(=O)NC4CC4)c3)CC2=O)cc1 (stereo not drawn),4%
Cc1ccccc1COc1ccc(-c2nn[nH]n2)cc1,-8%
CCOc1ccc(NC(=O)CCC(=O)c2ccc(OC)cc2)cc1,8%
CCCCCCOc1ccc(N2C(=O)CC(SCCN)C2=O)cc1 (stereo not drawn),1%
CCc1sc(C(=O)NNC(=O)c2cncc(Br)c2)cc1C,-4%
Cc1ccc(S(=O)(=O)N2[C@@H](c3cccc(C)c3)C(C(=O)O)=C[C@H]2CC2CCCC2)cc1,-5%
COc1cccc(NC(=O)COc2cc(O)c3c(c2)OC(C)(C)CC3=O)c1,7%

# Taken from above:
# In L3MBTL1 block, `C[C@H](CO)N1C[C@H](C)[C@@H](CN(C)Cc2ccncc2)Oc2c(NC(=O)CCC(F)(F)F)cccc2C1=O` is entered as 4%
# In L3MBTL1 block, `COc1ccc(C(=O)Nc2cc(-c3ccccc3)nn2-c2ccccc2F)cc1` is entered as 5%
# In L3MBTL1 block, `O=C(COc1coc(CN2CCN(c3cccc(Cl)c3)CC2)cc1=O)NC1CCCC1` is entered as 2%
# In L3MBTL1 block, `CCOc1ccc(NC(=O)CCC(=O)c2ccc(OC)cc2)cc1` is entered as 8%
# In L3MBTL1 block, `O=C(NCCC(NS(=O)(=O)OCC(Cl)(Cl)Cl)c1ccccc1)C(F)(F)F` (stereo not drawn) is entered as 11%

# More entries.
SMILES,L3MBTL1 block
CS(=O)(=O)N(CC(=O)N1CCOCC1)c1cc(Cl)ccc1Cl,1%
O=C(CN1CCN(C(=O)c2cncn2-c2ccc(F)cc2)CC1)Nc1ccccc1C(F)(F)F,4%
Cc1ccc(C)c(OCCC(=O)OCC(=O)NC2CCS(=O)(=O)C2)c1 (stereo not drawn),1%
CCc1noc(C)c1C(=O)N1CCN(S(=O)(=O)c2ccccc2C(F)(F)F)CC1,3%
CCc1ccccc1NC(=O)NCCN1CCCCC1,10%
CCc1ccc(NC(=O)C2C3CCC(O3)C2C(=O)O)cc1 (stereo not drawn),16%
CCOc1ccc([C@@H]2CC=C(C(=O)O)CN2S(=O)(=O)c2ccc(C)cc2)cc1,16%
CC1CCCC(NC(=O)CCC(=O)NCc2ccccc2)C1C (stereo not drawn),5%
CC(C)C(=O)Nc1ccc(NC(=O)c2ccc(COc3ccccc3)cc2)cc1,-25%
CC1(c2ccc3c(c2)OCCO3)NC(=O)N(CC(=O)Nc2ccccc2)C1=O (stereo not drawn),9%
Cc1c(Cc2ccccc2)c(=O)oc2c(C)c(OCC(=O)N[C@@H](Cc3ccccc3)C(=O)O)ccc12,-9%
COCCCNC(=S)N(CCCO)Cc1cc2cc3c(cc2[nH]c1=O)OCO3,-1%
O=C(COC(=O)c1cnccn1)Nc1cc(S(=O)(=O)N2CCOCC2)ccc1Cl,-19%
COc1ccc(OCCOC(=O)CNC(=O)c2cccc(C)c2)cc1,-18%
Cc1ccnc(NC(=O)c2ccc(NC(=O)CC3SC(N4CCCC4)=NC3=O)cc2)c1 (stereo not drawn),5%
CCOc1ccc(NC(=O)CN(C)C(=O)C2CCN(C(=O)c3ccc(Cl)cc3)CC2)cc1OCC,-1%
O=C(c1cc(-c2ccncc2)nc2ccccc12)N1CCOCC1,-8%
COc1ccc2c(COC(=O)CCS(=O)(=O)c3ccc(C)cc3)cc(=O)oc2c1,-10%
Cc1ccnc(Nc2nc(-c3ccccc3)cs2)c1,1%
Cc1cccc(C)c1OCCCCN1CCCCC1,-7%
O=C(C1CCCN(Cc2ccccc2F)C1)N1CCCC1 (stereo not drawn),3%
CC(=O)Nc1cc(NC(C)=O)cc(C(=O)OCC(=O)c2ccc3c(c2)NC(=O)CO3)c1,-10%
Cc1ccc(C(C)C)cc1OCC(=O)NC1CCCCCCC1,32%[activator]
Cc1cccc(OCCC(=O)Nc2ccc(N3CCOCC3)cc2N2CCOCC2)c1,0%
O=C(O)c1ccccc1C(=O)N1CCN(S(=O)(=O)c2cccc(C(F)(F)F)c2)CC1,3%

# Next section:
SMILES,L3MBTL1 block
CN(Cc1cccc(Cl)c1)C(=O)C1CCN(C(=O)Nc2ccccc2)CC1,-3%
CCCCNC(=O)CCC(=O)N1CCN(C(c2ccccc2)c2ccccc2)CC1,-1%
Cc1ccc(S(=O)(=O)Nc2cc(S(=O)(=O)N3CCOCC3)ccc2NCC2CCCO2)cc1 (stereo not drawn),4%
Cc1ccc(S(=O)(=O)Nc2ccccc2N(C)S(=O)(=O)c2ccc(C)cc2)cc1,7%
COc1ccc(CCNC(=O)CCC(=O)N2CC(C)Oc3ccccc32)cc1OC (stereo not drawn),8%
CC1CCCCN1S(=O)(=O)c1ccc([N+](=O)[O-])cc1 (stereo not drawn),9%
Cc1onc(-c2ccccc2Cl)c1C(=O)OCC(=O)c1ccc[nH]1,1%
CC(=O)N1CCN(C(=O)CNC(=O)c2cccs2)CC1,-3%
CCOc1ccc(NC(=O)CN(C)C(=O)CCCn2c(=O)oc3ccccc32)cc1OCC,-2%
Cc1ccc(N2C(=O)N(CC(=O)Nc3ccccc3C(F)(F)F)C(=O)C2C)cc1 (stereo not drawn),3%
COc1ccc(S(=O)(=O)N(C)C[C@H]2Oc3c(NC(=O)Nc4ccc5c(c4)OCO5)cccc3C(=O)N([C@H](C)CO)C[C@@H]2C)cc1,-8%
COc1ccc(OCCCC(=O)Nc2cc(S(=O)(=O)N3CCCCC3)ccc2OC)cc1,-4%
CSCCC(NC(=O)c1ccccc1Br)C(=O)NNC(=O)c1ccncc1 (stereo not drawn),0%
Cc1noc(C)c1CSCC(=O)Nc1cc(Cl)ccc1N1CCCCC1,7%
C=CCC[C@H](Cc1ccc(F)cc1)C(=O)OC[C@H](Cc1c[nH]c2ccccc12)NC(=O)[C@@H](CC=C)CC(=O)N[C@@H](CO)Cc1ccccc1,3%
CCOc1ccc(N2CC(NS(=O)(=O)c3cccnc3)CC2=O)cc1 (stereo not drawn),9%
Cc1ccc(CNC(=O)c2cc(S(=O)(=O)N3CCOCC3)cn2C)cc1,-3%
COc1ccc(OCCOC(=O)CNC(=O)c2ccc(C)cc2)cc1,7%
O=C(O)c1cccc(NC(=O)c2cn(-c3ccccc3)nc2-c2ccc([N+](=O)[O-])cc2)c1,-1%
CN(Cc1ccccc1)C(=O)c1ccc(NC(=O)C2CCN(C(=O)OC(C)(C)C)CC2)cc1,0%
C[C@H](CO)N1C[C@H](C)[C@@H](CN(C)S(C)(=O)=O)Oc2c(NC(=O)C3CCCCC3)cccc2C1=O,-16%
CCOC(=O)c1ccn(CSc2c(F)c(F)cc(F)c2F)n1,-2%
COc1ccc(NC(=O)CN(C)C(=O)c2ccc(N3CCOCC3)c([N+](=O)[O-])c2)cc1,5%
COc1ccc(C(C)(C)C)cc1NC(=O)c1ccccc1-n1cnnn1,-1%
O=C(CCCc1ccccc1)NC12CC3CC(CC(C3)C1)C2,11%[2.29 µM]

# Carrying on:
SMILES,L3MBTL1 block
Cc1ccc(S(=O)(=O)N2C(=O)CCC2C(N)=O)cc1 (stereo not drawn),-5%
CCOc1ccc(-n2c(SCC(=O)NC)nnc2-c2ccco2)cc1,-1%
NC(=O)C1(c2ccccc2)OC1c1ccccc1 (stereo not drawn),19%
CSCCC(NC(=O)COc1ccccc1)C(=O)OCC(=O)c1ccccc1 (stereo not drawn),-14%
CC(CN1CCN(C)CC1)OC(=O)c1cccc(F)c1 (stereo not drawn),4%[2.29 µM]
Cc1ccc(C)c(S(=O)(=O)N2CCN(C(=O)c3ccccn3)CC2)c1,0%
O=C(CN1C(=O)NC2(CCCC2)C1=O)NCCc1ccccc1,3%
O=S1(=O)CCO[C@H]2Cc3ccccc3[C@H]2N1Cc1ccccc1Br,-7%
COc1ccccc1N1CCN(C(=O)C2CCCN(S(=O)(=O)c3ccc(C)cc3)C2)CC1 (stereo not drawn),-4%
COc1ccc(S(=O)(=O)Nc2cc(Cl)ccc2-n2cncn2)cc1,4%
Cc1ccc(S(=O)(=O)N2[C@@H](c3ccc(Cl)cc3)C(C(=O)O)=CC[C@H]2c2ccc(Cl)c(Cl)c2)cc1,-5%
CC(CNC(=O)CN1C(=O)NC2(CCCCC2C)C1=O)c1ccccc1 (stereo not drawn),-1%
O=C(NNS(=O)(=O)c1ccc(F)cc1)c1ccccc1O,-11%

# 3 of these compounds, set out differently.
L3MBTL1 block | SMILES
19% | NC(=O)C1(c2ccccc2)OC1c1ccccc1 (stereo not drawn)
-5% | Cc1ccc(S(=O)(=O)N2[C@@H](c3ccc(Cl)cc3)C(C(=O)O)=CC[C@H]2c2ccc(Cl)c(Cl)c2)cc1
-1% | CCOc1ccc(-n2c(SCC(=O)NC)nnc2-c2ccco2)cc1

# Three of these compounds in another layout.
L3MBTL1 block	SMILES
-5%	Cc1ccc(S(=O)(=O)N2[C@@H](c3ccc(Cl)cc3)C(C(=O)O)=CC[C@H]2c2ccc(Cl)c(Cl)c2)cc1
-1%	CC(CNC(=O)CN1C(=O)NC2(CCCCC2C)C1=O)c1ccccc1 (stereo not drawn)
-11%	O=C(NNS(=O)(=O)c1ccc(F)cc1)c1ccccc1O
